Hsp70 inhibitors: Hsp70 inhibitors, probe displacement, primary screen, biochemical, fluorescence polarization (AID 583); Hsp70 fluorescence polarization probe displacement, mP; higher % means a stronger effect; one-dose displacement, % at 20 µM; IC50 in µM for titrated hits; hit rate 0.06% among 140,000; in the data active means displacement above about 50%;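 further: plate controls were vehicle for no effect and reference ligand for full effect; a part of the inactive calls stands beside numbers as strong as those of hits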
MKP-3 inhibition: inhibition of rat DUSP6 enzyme activity – biochemical, in vitro, primary screen (AID 425); recombinant MKP-3 phosphatase activity, fluorescence; higher % means a stronger effect; inhibition, % at 20 µM; hits with a dose series show IC50 in µM; hit rate 0.17% among 110,000; in the data active means inhibition above about 50%;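 further: plate controls were vehicle for no effect and reference inhibitor for full effect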
An asterisk follows results filed as active; / = no result given; & = joins results of further samples. Only part of the results is shown; the hit share may differ from the screen's.

The opening six entries, to show the layout:
SMILES	Hsp70 inhibitors	MKP-3 inhibition
Cc1c(Cl)cccc1NC(=O)/C(C#N)=C/c1cccc(O)c1	1.5%	5%
COc1ccc(C2=C/C(=C/c3cccs3)C(=O)O2)cc1	1.8%	-2%
COc1ccc(/C(O)=C2\C(=O)C(=O)N(CCc3ccccc3)C2c2cccc(F)c2)cc1 (centres undefined)	1.4%	-3%
Cn1ncc([N+](=O)[O-])c1/C=C/N1CCOCC1	-1.5%	1%
CN1CCN(C(=O)c2cn(C)c3ccc(S(=O)(=O)N(C)C4CCCCC4)cc3c2=O)CC1	8.3%	-1%
Cc1ccc(OCC(=O)Oc2ccc(C(=O)c3ccccc3)cc2C)c(C)c1	-5.3%	3%

Main list, from the first entry:
SMILES	Hsp70 inhibitors	MKP-3 inhibition
Cc1c(Cl)cccc1NC(=O)/C(C#N)=C/c1cccc(O)c1	1.5%	5%
COc1ccc(C2=C/C(=C/c3cccs3)C(=O)O2)cc1	1.8%	-2%
COc1ccc(/C(O)=C2\C(=O)C(=O)N(CCc3ccccc3)C2c2cccc(F)c2)cc1 (centres undefined)	1.4%	-3%
Cn1ncc([N+](=O)[O-])c1/C=C/N1CCOCC1	-1.5%	1%
CN1CCN(C(=O)c2cn(C)c3ccc(S(=O)(=O)N(C)C4CCCCC4)cc3c2=O)CC1	8.3%	-1%
Cc1ccc(OCC(=O)Oc2ccc(C(=O)c3ccccc3)cc2C)c(C)c1	-5.3%	3%
COc1ccc(/C=C/C(=O)O)cc1S(=O)(=O)N1CCCCCC1	-0.8%	2%
Cc1ccc(C)c(NS(=O)(=O)c2ccc(NC(=O)c3ccco3)cc2)c1	2.4%	-2%
C=CCn1c(SCc2ccccc2)nnc1-c1cccnc1	-0.5%	-7%
CC(=O)Nc1ccc(NC(=O)c2ccccc2F)cc1	3.8%	0%
Cc1occc1C(=O)N/N=C/c1ccc(-c2cccc([N+](=O)[O-])c2)o1	2.7%	1%
Cc1cc(=O)[nH]c(Nc2ccc(C(=O)OC(C)C)cc2)n1	-7.7%	-7%
O=C1OC(c2ccc(Cl)cc2)=C/C1=C\c1ccc(-c2ccccc2C(=O)O)o1	-5.7%	6%
O=c1cc(CSc2nnc(-c3ccco3)o2)c2ccccc2[nH]1	-1.3%	0%
COc1ccc(S(=O)(=O)N(C)c2ccc(C(=O)NCCC(C)C)cc2)cc1	-0.5%	/
COc1cc([N+](=O)[O-])ccc1NC(=O)c1ccc(C)c(C)c1	-1.5%	0%
CN(C)c1ccc(-c2c(C#N)c(N)[nH]c(=S)c2C#N)cc1	-0.3%	0%
O=C(Nc1cccc2ccccc12)c1ccc(CN2CCc3ccccc3C2)cc1	2.8%	6%
Cc1cc(NC(=O)C(C)C)ncc1NC(=O)CCc1ccccc1	0.7%	-12%
CSCCC(NC(=O)/C(=C\c1ccco1)NC(=O)c1ccco1)C(=O)O (centres undefined)	-1.6%	2%
COc1ccc2oc(=O)c(C(=O)Nc3ccccc3C(=O)O)cc2c1	-0.4%	-1%
COc1ccccc1N1CCN(C(=O)C2C3C=CC(C3)C2C(=O)O)CC1 (centres undefined)	6.5%	2%
Cc1ccc(-n2ncc3c(=O)[nH]c(SCC(=O)N4CCC(C)CC4)nc32)cc1C	9.0%	-14%
COc1ccc(NC(=O)Cn2cc(C(=O)c3ccco3)c3ccccc32)cc1	-13%	/
CCCOc1ccc(C2C(C#N)=C(C)NC3=C2C(=O)CC(C)(C)C3)cc1OC (centres undefined)	2.8%	1%
O=[N+]([O-])c1ccccc1S(=O)(=O)Oc1ccc(/C=N/n2cnnc2)cc1	4.8%	2%
COc1cc(C=O)ccc1Oc1ccc([N+](=O)[O-])cc1	4.6%	1%
CC1CCCN(S(=O)(=O)c2ccc(C(=O)Nc3nnc(-c4ccccc4Cl)o3)cc2)C1 (centres undefined)	0.2%	2%
COc1ccccc1C1CC(=O)Nc2ccc3ccccc3c21 (centres undefined)	1.0%	2%
NC(=O)COc1c(-c2ccccc2)oc2ccccc2c1=O	3.1%	-4%
O=C(Nc1cccnc1)c1cc(-c2cccs2)nc2ccccc12	-4.7%	2%
CN(C)c1cccc(C(=O)NC2CCCCCC2)c1	3.4%&-6.0%	-6%&-4%
COc1cc2nc(COc3ccc(C#N)cc3)n(CC#N)c(=O)c2cc1OC	-2.6%	2%
CC1(C)CC(=O)C(C2=NC(C)(C)Cc3ccccc32)=C(O)C1	2.1%	6%
O=C(Nc1ccc(Cl)cc1)c1ccc(S(=O)(=O)c2ccccc2)cc1	-5.9%	0%
C=CCn1c(C)c(C(C)=O)c(SC)nc1=S	10%	-18%
CCN1C(=O)/C(=C\c2ccc(-c3ccccc3C(=O)OC)o2)SC1=S	-6.2%	-2%
CC(=O)C(C)Oc1ccc2c3c(c(=O)oc2c1)CCCCC3 (centres undefined)	-2.6%	-1%
Cc1cc(C)nc(NC2=NCCN2C(=O)Nc2ccc(Cl)c(Cl)c2)n1	/	-8%
O=C(NCC(c1cccnc1)N1CCN(c2ccccc2)CC1)C1CCCCC1 (centres undefined)	-4.5%	/
CN(c1ccccc1C(=O)Nc1ccc(S(=O)(=O)N2CCCCC2)cc1)S(C)(=O)=O	-4.2%	-11%
COC(=O)C(CC(C(=O)OC)C(=O)OC)C(=O)OC	1.4%&-7.4%	1%
O=C(CCN1C(=O)COc2ccccc21)NCCCN1CCN(c2ccc(F)cc2)CC1	1.1%	2%
O=C(CCN1C(=O)c2ccccc2C1=O)N(CCO)Cc1ccccc1	1.5%	/
O=C(COC(=O)C1CC(=O)N(Cc2ccco2)C1)c1ccc(OC(=O)c2ccccc2)cc1 (centres undefined)	1.2%	/
CSc1ccc(/C=C2/SC(=S)N(CC(=O)O)C2=O)cc1	-19%	0%
O=C(O)CC(c1ccc(Cl)cc1)n1cccc1 (centres undefined)	-0.4%	-4%
COCCn1c(=N)c(C(=O)NCc2ccco2)cc2c(=O)n3ccccc3nc21	6.5%	-8%
COCCNC(=O)CN(CCc1ccccc1)S(=O)(=O)c1ccc(OC)cc1	-5.5%	/
COc1cccc(-n2c(Cc3cc(=O)[nH]c(=O)[nH]3)nnc2SCC(=O)N2CCCC2)c1	2.9%	-4%
Remaining list, next part:
SMILES	Hsp70 inhibitors	MKP-3 inhibition
Cn1nnc2cc(NC(=O)N3CCN(c4ccccn4)CC3)ccc21	-2.8%	7%
CCc1[nH]nc(C(=O)N/N=C/c2cccnc2)c1C	-0.7%	2%
Cc1cccc(NC(=O)C(=O)NCc2ccc3c(c2)OCO3)c1C	/	1%
CCCCCCCCCCSc1n[nH]c(NC(C)=O)n1	3.1%	/
CCCC(c1nnnn1CC(=O)OCC)N(Cc1cc2ccc(C)cc2[nH]c1=O)C1CCCC1 (centres undefined)	5.4%	2%
COC(=O)Nc1nnc(-c2ccccc2Cl)s1	8.5%	12%
CN(C)c1nc2c(c(=O)[nH]c(=O)n2C)n1Cc1ccccc1Br	-1.7%	5%
CCCc1[nH][nH]c(=O)c1C(c1ccc(Cl)cc1)C(C#N)C#N (centres undefined)	-1.6%	/
O=c1oc2cc(OCc3ccccc3F)ccc2c2c1CCCC2	8.5%	2%
CN1CCN(C(=O)CSc2nc(-c3cccs3)ccc2C#N)CC1	-6.1%	13%
C=CCC(=O)OCC(=O)Nc1ccc(Oc2ccccc2)cc1	-0.1%	-13%
Cc1c(Cl)cccc1N(CC(=O)N1CCCCCC1)S(C)(=O)=O	1.2%	-12%
CCOC(=O)C(C)C1(O)c2ccccc2-c2ncccc21 (centres undefined)	3.5%	-5%
CC(NC(=O)Cc1ccsc1)c1ccc(S(N)(=O)=O)cc1 (centres undefined)	3.7%	-5%
CCOC(=O)N1CCN(CC(=O)c2c[nH]c3ccc(F)cc23)CC1	-1.7%	/
Oc1c(Br)cc(Br)cc1/C=N/c1ncn[nH]1	12%	6%
CCc1ccc2c(c1)C1(NN=C(c3cccc4ccccc34)S1)C(=O)N2 (centres undefined)	4.7%	/
Cc1ccc(C(=O)NC(=S)Nc2ccc(N3CCCCC3)cc2)cc1	-8.4%	2%
CC(NC(=O)C1CCCC1)c1ccc2c(c1)OCCO2 (centres undefined)	-3.4%	/
CCC(CC)C1C(C#N)=C(N)SC(N)=C1C#N	6.3%	/
CCc1ccc(C2CC(c3ccc(Cl)cc3)n3nc(N)nc3N2)cc1 (centres undefined)	-6.9%	2%
N[C@@H](Cc1ccccc1)c1nnc2sc(SCc3ccccc3)nn12	1.6%	-6%
CN1CCc2c(sc3c2c(NCc2ccco2)nc2nnnn23)C1	13%	-3%
CCOC(=O)c1cnc(-c2ccccc2)nc1N	5.0%	-7%
Cc1cc(C)nc(NS(=O)(=O)c2ccc(N3C(=O)C4CC=C(Cl)CC4C3=O)cc2)n1 (centres undefined)	6.8%	2%
Cc1sc2c(c1C)CN(C(C)(C)C)CN2C(=O)c1ccccc1	7.9%	/
COCc1[nH]nc2c1C(c1ccccc1F)C(C#N)=C(N)O2 (centres undefined)	-2.1%	-6%
C/C(=N/NC(=O)CN(c1cccc(Cl)c1)S(=O)(=O)c1ccccc1)c1ccccc1O	-3.6%	0%
CCOc1ccc(N2CSC3=C(C#N)C(c4ccco4)CC(=O)N3C2)cc1 (centres undefined)	0.8%	/
O=C(CN1CCCCCC1)OCCN=C1NS(=O)(=O)c2ccccc21	-0.6%	-5%
O=S(=O)(NCc1cn2ccsc2n1)c1cccs1	4.4%	1%
Cc1nc(/C=C/c2ccccc2)cc(/C=C/c2ccccc2)n1	-1.5%	/
Cc1ccc2c(c1)c1c3n2CC(=C2C(=O)OC(C)(C)OC2=O)NC3CCC1 (centres undefined)	5.0%	-4%
CCN(CC)CCCN1C(=O)c2oc3ccccc3c(=O)c2C1c1cccs1 (centres undefined)	15%	/
Cc1c(Cc2ccccc2)c(=O)oc2cc(OCC(=O)N(C)C)ccc12	-6.8%	4%
Cc1ccc(C(C)C)c(OCC(=O)N/N=C/c2cc(I)cc(I)c2O)c1	7.2%	2%
O=C(Oc1cccc(-c2cnc3ccccc3n2)c1)c1ccco1	2.4%	/
O=S(=O)(c1cccc(C(F)(F)F)c1)N(CCCN1CCOCC1)Cc1cccs1	-0.5%	1%
Cc1cccc(C)c1NC(=O)c1ccc2c(c1)OCCO2	0.3%	2%
O=C(Cn1c(=O)oc2cc(S(=O)(=O)N3CCCC3)ccc21)Nc1cccc(C(F)(F)F)c1	0.2%	11%

Some of the entries so far, with two lines to a compound:
Values run as follows: Hsp70 inhibitors, MKP-3 inhibition
- O=C(Oc1cccc(-c2cnc3ccccc3n2)c1)c1ccco1
  2.4%, /
- Cc1c(Cc2ccccc2)c(=O)oc2cc(OCC(=O)N(C)C)ccc12
  -6.8%, 4%
- O=C(Cn1c(=O)oc2cc(S(=O)(=O)N3CCCC3)ccc21)Nc1cccc(C(F)(F)F)c1
  0.2%, 11%
- Cc1ccc2c(c1)c1c3n2CC(=C2C(=O)OC(C)(C)OC2=O)NC3CCC1 (centres undefined)
  5.0%, -4%
- Cc1cccc(C)c1NC(=O)c1ccc2c(c1)OCCO2
  0.3%, 2%
- Cc1ccc(C(C)C)c(OCC(=O)N/N=C/c2cc(I)cc(I)c2O)c1
  7.2%, 2%

(cont.)
SMILES	Hsp70 inhibitors	MKP-3 inhibition
CCCn1c(=N)n(CC(=O)OCC)c2ccccc21	2.5%	0%
COC(=O)c1sccc1NC(=O)C1CC=CCC1C(=O)O (centres undefined)	3.2%	-6%
O=C(CC1NCCNC1=O)Nc1ccc2c(c1)OCO2 (centres undefined)	0.1%	/
COc1ccc(C2Nc3ccccc3-c3nnc(SC)nc3O2)c(OC)c1 (centres undefined)	33%	-1%
CC1CCN(C(=O)c2ccc(S(=O)(=O)N(C)C)cc2)C(C)C1 (centres undefined)	0.2%	/
CC(C)N1CC(O)=C(c2nc3ccccc3[nH]2)C1=N	7.6%	-9%
CCn1cc(C(=O)NN)c(=O)c2cc([N+](=O)[O-])ccc21	-3.9%	1%
CC1CCC(C(C)C)C(OC(=O)CSc2nccc(=O)[nH]2)C1 (centres undefined)	0.2%	/
Cc1sc2nc(C(C)C)nc(SCC(=O)N3CCN(C(=O)c4ccco4)CC3)c2c1C	-2.8%	-7%
O=C(/C=C/c1ccc(-c2ccc(Br)cc2)o1)c1ccc([N+](=O)[O-])cc1	-0.3%	4%
Cc1cc(C)cc(CSCC(=O)Nc2ccc(C(C)C)cc2)c1	1.6%	2%
COc1cc(CN2CCN(S(=O)(=O)c3ccc(C)cc3)CC2)cc(OC)c1O	0.8%	3%
CCC(C)Sc1nnc(-c2c[nH]c3ccccc23)n1CCOC (centres undefined)	3.7%	9%
O=S(=O)(Cc1ccccc1)c1nc2ccccc2n1Cc1ccc(Cl)c(Cl)c1	0.8%	0%
COc1cc2c(cc1OC)CN(S(C)(=O)=O)CC2	-0.1%	2%
CCN1CCN(C(=O)c2ccccc2N(C)S(=O)(=O)c2ccc(C)cc2)CC1	-2.3%	-5%
CCn1c(=O)cc(SCC(=O)N2CCOCC2)c2ccccc21	2.3%	-1%
Cc1ccccc1OCCNc1cc(N2CCOCC2)ccc1[N+](=O)[O-]	-0.6%	2%
Cc1cc(-c2ccccc2)nc2cc(C(=O)Nc3ccc(Cl)cc3)nn12	0.0%	3%
CC1=CC(C)C2C(=O)N(CCCN(C)C)C(=O)C2C1 (centres undefined)	-4.5%	-13%
COc1cc(C(=O)Nc2ccc(Br)cn2)cc(OC)c1OC	0.5%	-1%
CCN(CC)C(=O)C(=O)c1cccn1-c1cccc(-n2cccc2C(=O)C(=O)N(CC)CC)c1C#N	3.8%	/
O=C(C1=C(O)C(=O)N(c2ncc(S(=O)(=O)c3ccc([N+](=O)[O-])cc3)s2)C1c1ccc(F)cc1)c1ccco1 (centres undefined)	5.3%	-4%
O=C(Nc1ccc(Cc2ccncc2)cc1)C1CC1	-0.6%	4%

Bioassay records from PubChem BioAssay.
